RPL19A TOR yeast – yeast TOR pathway RPL19A-GFP modulation. S. cerevisiae RPL19A-GFP strain, flow cytometry, 3 h; stronger effect = lower value. actives 0.3% (n = 330,000). percent response vs DMSO, % at 10 µM;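 active = percent response vs DMSO below 50%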;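 also: median channel GFP fluorescence of the barcoded RPL19A-GFP strain; ratio of sample median GFP to plate DMSO average so 100% = DMSO; lower means less RPL19A-GFP as with rapamycin TOR inhibition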
LAP4-GFP MLPCN – modulators of TOR pathway LAP4-GFP in S. cerevisiae; S. cerevisiae LAP4-GFP multiplex, flow cytometry GFP, 3 h; median GFP as percent of DMSO wells; GFP response vs DMSO, % at 10 µM; actives 0.34% (n = 320,000);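 active = GFP response vs DMSO above a set limit, about the screen mean plus 3 SD, cut at about 150% in these data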
ZTA DNA inh – ZTA (EBV) inhibition in EBNA-1 counter-screen; ZTA-DNA binding, fluorescence polarization; P03206; inhibition, % at 11 µM; actives 0.15% (n = 320,000); AID 2234; in the data active = inhibition above about 33%
procasp7 counter – activates human procaspase-7, counter-screen for procaspase-3 activators | recombinant procaspase-7, Ac-DEVD-pNA absorbance 405 nm; D23A/D198A/D206A triple mutant, cannot self-cleave; scale: DMSO 0, 5 µM enzyme 100 | AID 463210 | activation, % at 8.5 µM | actives 0.093% (n = 330,000);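 active = percent activation above the screen-wide mean plus 3 SD, cut at about 25% in these data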
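Detection: p-Nitroaniline absorbance at 405 nm, read at 0 and 120 min; system: Uncleavable procaspase-7 mutant enzyme; evaluation: % activation from two-timepoint absorbance difference, scaled to controls; times: 1 h enzyme–compound preincubation and 2 h substrate reaction, both 25 °C; buffer or medium: Zinc-free HEPES pH 7.4 with 300 mM NaCl, 0.01% Triton X-100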
MEP2-GFP yeast – alters MEP2-GFP fluorescence in TOR pathway yeast screen | actives 0.51% (n = 330,000) | S. cerevisiae MEP2-GFP strain, flow cytometry GFP, 3 h; 100% = DMSO control level | GFP response vs DMSO, % at 10 µM;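 active = GFP response versus DMSO above a set limit, roughly screen mean plus 3 SD, cut at about 180% in these data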;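 also: median GFP fluorescence of the barcode-gated MEP2-GFP cells per well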
procasp3 activ – activators of human procaspase-3 | P42574 | recombinant procaspase-3 D3A, Ac-DEVD-pNA absorbance 405 nm | activation, % at 8.5 µM | actives 0.11% (n = 330,000) | AID 463141;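 active = activation above the mean of all tested compounds plus 3 SD, cut at about 21% in these data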;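 also: 0% = DMSO alone and 100% = DMSO wells spiked with extra 5 µM PC-3 D3A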
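Evaluation: percent activation relative to control range; Material: Procaspase-3 D3A mutant, all three cleavage aspartates alanine; Compound: single dose, 8.5 µM nominal compound, 0.8% DMSO; Replication: one well per compound; Signal: absorbance at 405 nm, 0 and 120 min; Schedule: 1 h preincubation plus 2 h reaction at 25 °C.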
EBNA-1 inh – blocks EBNA-1 binding to DNA. EBNA-1 DNA binding, fluorescence polarization. inhibition, % at 14.8 µM. actives 0.34% (n = 300,000); in the data active = inhibition above about 28%
AHR activator – activators of human aryl hydrocarbon receptor; AID 2796; AHR-responsive luciferase reporter cells, luminescence; activation, % at 5 µM; actives 2.5% (n = 320,000); P35869; in the data active = activation above about 47%;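 also: 0% = vehicle wells and 100% = reference agonist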
An asterisk follows results filed as active.

Screening CCN(c1ccc(NC(=O)CCNC(=O)c2ccco2)cc1)C(C)C returned RPL19A TOR yeast 100, LAP4-GFP MLPCN 93, ZTA DNA inh -7, procasp7 counter -2, MEP2-GFP yeast 99, procasp3 activ -7, EBNA-1 inh -14 and AHR activator 2.
`CCOP(=O)(c1ccc(N(C)C)cc1)C(O)c1ccc(C)cc1` (stereo unspecified) gave RPL19A TOR yeast 98, LAP4-GFP MLPCN 99, ZTA DNA inh -2, procasp7 counter 8, MEP2-GFP yeast 105, procasp3 activ -5, EBNA-1 inh -5 and AHR activator 1.
Screening CCn1c(CNC(=O)c2ccc(OC)cc2)nnc1SCC(=O)c1ccccc1 returned RPL19A TOR yeast 99, LAP4-GFP MLPCN 117, ZTA DNA inh 8, procasp7 counter 0, MEP2-GFP yeast 98, procasp3 activ -3, EBNA-1 inh 11 and AHR activator 2.
Screening CCOC(=O)CSc1nc2cc(C(=O)NCc3ccco3)ccc2c(=O)n1-c1ccc(F)cc1 returned RPL19A TOR yeast 102, LAP4-GFP MLPCN 100, ZTA DNA inh -8, procasp7 counter 3, MEP2-GFP yeast 100, procasp3 activ -1, EBNA-1 inh -10 and AHR activator 0.
`O=C(N/N=C/c1cc(Br)ccc1O)Nc1ccccc1` gave RPL19A TOR yeast 102, LAP4-GFP MLPCN 99, ZTA DNA inh -9, procasp7 counter 7, MEP2-GFP yeast 97, procasp3 activ 12, EBNA-1 inh -6 and AHR activator 51*.
Screening CCCNC(=O)COC(=O)c1ccc(N2CCCC2)c([N+](=O)[O-])c1 returned RPL19A TOR yeast 104, LAP4-GFP MLPCN 101, ZTA DNA inh 4, procasp7 counter -12, MEP2-GFP yeast 108, procasp3 activ -10, EBNA-1 inh -2 and AHR activator 2.
Screening Cc1ccccc1N(CC(=O)N/N=C/c1cc(C)n(-c2ccccc2C)c1C)S(C)(=O)=O returned RPL19A TOR yeast 95, LAP4-GFP MLPCN 93, ZTA DNA inh -10, procasp7 counter -15, MEP2-GFP yeast 100, procasp3 activ -6, EBNA-1 inh -6 and AHR activator 13.
COc1ccccc1NC(=O)Nc1nc2ccc(S(N)(=O)=O)cc2s1 was read as RPL19A TOR yeast 104, LAP4-GFP MLPCN 88, ZTA DNA inh -6, procasp7 counter 6, MEP2-GFP yeast 103, procasp3 activ -1, EBNA-1 inh 2 and AHR activator 8.
COc1ccc(/C=C(/NC(=O)c2ccccc2)C(=O)N2CCCCC2)cc1OC was read as RPL19A TOR yeast 102, LAP4-GFP MLPCN 100, ZTA DNA inh 4, procasp7 counter 9, MEP2-GFP yeast 109, procasp3 activ 16, EBNA-1 inh -12 and AHR activator 4.
Screening Cc1cc(C)c2nc(N(CCCN(C)C)C(=O)c3ccc(S(=O)(=O)N4CC(C)OC(C)C4)cc3)sc2c1 (stereo unspecified) returned RPL19A TOR yeast 97, LAP4-GFP MLPCN 109, ZTA DNA inh -4, procasp7 counter 10, MEP2-GFP yeast 101, procasp3 activ 4, EBNA-1 inh -19 and AHR activator -5.
For CCc1ccc(C2C(C#N)=C(N)SC(N)=C2C#N)cc1 the results were RPL19A TOR yeast 96, LAP4-GFP MLPCN 101, ZTA DNA inh -2, procasp7 counter -26, MEP2-GFP yeast 104, procasp3 activ -15, EBNA-1 inh -13 and AHR activator 14.
CCN1CCN(CC(=O)Nc2ccc(C(C)=O)cc2)CC1 was read as RPL19A TOR yeast 104, LAP4-GFP MLPCN 86, ZTA DNA inh -15, procasp7 counter -3, MEP2-GFP yeast 104, procasp3 activ 7, EBNA-1 inh -5 and AHR activator 5.
For Cc1cc(NCC(c2ccccc2)c2ccccc2)n2ncnc2n1 the results were RPL19A TOR yeast 109, LAP4-GFP MLPCN 106, ZTA DNA inh 4, procasp7 counter 10, MEP2-GFP yeast 113, procasp3 activ 2, EBNA-1 inh 0 and AHR activator -1.
For Cc1ccn(CC(=O)N/N=C/c2cc([N+](=O)[O-])ccc2O)n1 the results were RPL19A TOR yeast 107, LAP4-GFP MLPCN 104, ZTA DNA inh -8, procasp7 counter 5, MEP2-GFP yeast 106, procasp3 activ -7, EBNA-1 inh -3 and AHR activator 17.
`N#CCCn1cc(C(=O)O)c(-c2cccs2)n1` gave RPL19A TOR yeast 93, LAP4-GFP MLPCN 97, ZTA DNA inh -9, procasp7 counter 2, MEP2-GFP yeast 102, procasp3 activ 0, EBNA-1 inh 3 and AHR activator -2.
Screening O=C(NNC(=O)c1ccc(F)c(S(=O)(=O)N2CCOCC2)c1)c1ccc([N+](=O)[O-])cc1 returned RPL19A TOR yeast 94, LAP4-GFP MLPCN 101, ZTA DNA inh 3, procasp7 counter 8, MEP2-GFP yeast 98, procasp3 activ -2 and AHR activator 2.
For CCN(CC)C(=O)C1CCCN(Cc2cccc(Oc3ccccc3)c2)C1 (stereo unspecified) the results were RPL19A TOR yeast 98, LAP4-GFP MLPCN 104, ZTA DNA inh -8, procasp7 counter -3, MEP2-GFP yeast 100, procasp3 activ -9, EBNA-1 inh 0 and AHR activator 2.
For Cc1ccc2nc(N3CCN(CCO)CC3)nc(-c3ccccc3)c2c1 the results were RPL19A TOR yeast 99, LAP4-GFP MLPCN 106, ZTA DNA inh 5, procasp7 counter -19, MEP2-GFP yeast 109, procasp3 activ -19, EBNA-1 inh 3 and AHR activator 5.
For COc1ccc(-c2nc(-c3ccccc3)c(-c3cccs3)[nH]2)cc1OC the results were RPL19A TOR yeast 97, LAP4-GFP MLPCN 101, ZTA DNA inh -11, procasp7 counter -1, MEP2-GFP yeast 103, procasp3 activ 0, EBNA-1 inh -9 and AHR activator 81*.
COc1cccc(NC(=S)NNC(=O)Cn2nc(C(F)F)cc2C(F)F)c1 was read as RPL19A TOR yeast 96, LAP4-GFP MLPCN 84, ZTA DNA inh 13, procasp7 counter 2, MEP2-GFP yeast 93, procasp3 activ -1, EBNA-1 inh 3 and AHR activator 5.
COC(=O)c1ccccc1NC(=O)c1ccc2c(c1)OCCO2 was read as RPL19A TOR yeast 101, LAP4-GFP MLPCN 107, ZTA DNA inh -19, procasp7 counter -12, MEP2-GFP yeast 108, procasp3 activ -6, EBNA-1 inh -2 and AHR activator 15.
Screening O=S1(=O)N=C(Oc2cccc3ccccc23)c2ccccc21 returned RPL19A TOR yeast 100, LAP4-GFP MLPCN 104, ZTA DNA inh -4, procasp7 counter 5, MEP2-GFP yeast 101, procasp3 activ 4, EBNA-1 inh -11 and AHR activator 16.
For O=C(NCc1cccs1)c1ccc(Br)o1 the results were RPL19A TOR yeast 106, LAP4-GFP MLPCN 82, ZTA DNA inh -13, procasp7 counter 8, MEP2-GFP yeast 86, procasp3 activ 5, EBNA-1 inh 0 and AHR activator -1.
Screening CC(=O)Nc1ccc(NC(=O)C2CCCN2C(=O)Nc2ccccc2[N+](=O)[O-])cc1 (stereo unspecified) returned RPL19A TOR yeast 96, LAP4-GFP MLPCN 111, ZTA DNA inh -1, procasp7 counter 4, MEP2-GFP yeast 99, procasp3 activ 0, EBNA-1 inh 1 and AHR activator -1.
`CC(C)CC1NC(=O)N(CC(=O)Nc2ccccc2-c2ccccc2)C1=O` (stereo unspecified) gave RPL19A TOR yeast 88, LAP4-GFP MLPCN 85, ZTA DNA inh 9, procasp7 counter -1, MEP2-GFP yeast 90, procasp3 activ 3, EBNA-1 inh -3 and AHR activator 3.
For COc1ccccc1NC(=O)Nc1nnc(C(C)c2ccccc2)s1 (stereo unspecified) the results were RPL19A TOR yeast 102, LAP4-GFP MLPCN 103, ZTA DNA inh -8, procasp7 counter -10, MEP2-GFP yeast 96, procasp3 activ -1, EBNA-1 inh 4 and AHR activator 15.
`Cc1cc(C(=O)Nc2ccc(OCc3ccccc3)cc2)c(C)o1` gave RPL19A TOR yeast 100, LAP4-GFP MLPCN 103, ZTA DNA inh 1, procasp7 counter -2, MEP2-GFP yeast 98, procasp3 activ -1, EBNA-1 inh -2 and AHR activator 3.
For CCc1ccc(N2CC(C(=O)OCC(=O)Nc3cc(C)on3)CC2=O)cc1 (stereo unspecified) the results were RPL19A TOR yeast 102, LAP4-GFP MLPCN 109, ZTA DNA inh 25, procasp7 counter -6, MEP2-GFP yeast 100, procasp3 activ 0, EBNA-1 inh 2 and AHR activator 17.
`Cc1ccccc1N1C(=O)c2sc3nc4c(c(=O)n3c2C1=O)CCC4` gave RPL19A TOR yeast 94, LAP4-GFP MLPCN 161*, ZTA DNA inh -10, procasp7 counter -6, MEP2-GFP yeast 93, procasp3 activ -7, EBNA-1 inh 2 and AHR activator -4.
O=C(CN1C(=O)CC(c2ccco2)Sc2ccccc21)Nc1ccccc1F (stereo unspecified) was read as RPL19A TOR yeast 102, LAP4-GFP MLPCN 100, ZTA DNA inh -7, procasp7 counter -16, MEP2-GFP yeast 98, procasp3 activ -9, EBNA-1 inh -2 and AHR activator 16.
For C/C(=N\NC(=O)c1nnn(-c2nonc2N)c1CN1CCCCC1)c1ccccc1O the results were RPL19A TOR yeast 107, LAP4-GFP MLPCN 101, ZTA DNA inh 2, procasp7 counter 5, MEP2-GFP yeast 110, procasp3 activ -10, EBNA-1 inh -31 and AHR activator -1.
Screening CN(Cc1ccco1)C(=O)Cn1ncc2c([nH]c3ccccc32)c1=O returned RPL19A TOR yeast 102, LAP4-GFP MLPCN 91, ZTA DNA inh 2, procasp7 counter 0, MEP2-GFP yeast 102, procasp3 activ 0, EBNA-1 inh 5 and AHR activator 0.
COc1ccc(NC(C)=O)cc1NC(=O)CSc1nnc(C2CCCCC2)n1N was read as RPL19A TOR yeast 104, LAP4-GFP MLPCN 95, ZTA DNA inh 1, procasp7 counter -9, MEP2-GFP yeast 98, procasp3 activ -6, EBNA-1 inh 1 and AHR activator 1.
C=CCn1c(C(C)NC(=O)c2cccs2)n[nH]c1=S (stereo unspecified) was read as RPL19A TOR yeast 100, LAP4-GFP MLPCN 93, ZTA DNA inh 6, procasp7 counter 5, MEP2-GFP yeast 101, procasp3 activ -2, EBNA-1 inh 1 and AHR activator -1.
For O=C(Nc1ccccc1)c1cc(-c2ccccc2Cl)no1 the results were RPL19A TOR yeast 94, LAP4-GFP MLPCN 116, ZTA DNA inh -25, procasp7 counter -3, MEP2-GFP yeast 96, procasp3 activ -5, EBNA-1 inh -5 and AHR activator 9.
O=c1[nH]c(CN2CCN(c3ccccc3O)CC2)nc2scc(-c3ccccc3Cl)c12 was read as RPL19A TOR yeast 99, LAP4-GFP MLPCN 104, ZTA DNA inh 8, procasp7 counter 4, MEP2-GFP yeast 104, procasp3 activ -2, EBNA-1 inh -2 and AHR activator -1.
